# Sm TGR inh: qHTS Assay for the Inhibitors of Schistosoma Mansoni Peroxiredoxins. Schistosoma mansoni thioredoxin glutathione reductase (TGR), Q962Y6. purified TGR, DTNB reduction, TNB absorbance 405 nm. 360,000 compounds, 3% hits. Potency, µM (series often up to 114 µM), for the others: at the top dose activity change, negative = inhibition, usual class: inhibitors; further: nearly all actives have a fitted effect of over 60% in size
#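 TGR 20 nM + NADPH 100 uM (dispensed conc.), cpd preinc 15 min RT; start with NADPH (500 uM addition) then DTNB (15 mM addition). Kinetic TNB absorbance, 405 nm filter. Four-parameter Hill fit across titration.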
# Tb PYK inh: qHTS of Trypanosoma Brucei Inhibitors. pyruvate kinase (Trypanosoma brucei), Q57TT1. TbPYK enzyme, Kinase-Glo Plus ATP luminescence, 45 min. Potency, µM (series often up to 76.8 µM), without a hit: top-dose activity, negative = inhibition, most hits filed as inhibitors. 410,000 compounds, 0.12% hits; further: nearly all actives have a fitted effect of over 50% in size
#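 In this concentration-response screen, enzyme-free wells defined baseline while DMSO plates tracked drift. Each reaction combined TbPYK, substrate, compound and 130 uM ADP for 45 min at room temperature. Kinase-Glo Plus luminescence gave the signal.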
# * = called active by the depositor; ? = inconclusive; [ ] = another dose, or the depositor's remark. The call rests on the fitted dose curve; in most records, active means well fitted curve in the direction sought with a large enough effect; inconclusive means small, poorly fitted or top-dose-only effect, or another doubt; inactive means no such curve, though single readings can be large; an effect the other way counts as inactive or inconclusive. On the % scale 0 is the no-effect control and ±100 the full control effect; potency means the concentration at half of the fitted maximal effect. An excerpt; the hit share may differ from the screen's.
SMILES,Sm TGR inh,Tb PYK inh
COc1cc(C(=O)N2CCc3c([nH]c4ccccc34)C2c2ccc(F)cc2)cc(OC)c1OC (stereo unspecified),3%,5%
CCC(C(=O)NCCc1cc(OC)ccc1OC)n1nc(C)c2c(C)n(-c3ccccc3)nc2c1=O (stereo unspecified),1%,3%
CCOC(=O)N1CCc2c(sc3c2c(=O)n(-c2ccc(CC)cc2)c(=O)n3Cc2cccc(OC)c2)C1,0%,-3%
CCOc1ccccc1NC(=O)CN1C(=O)C2(SCC(=O)N2c2cccc(F)c2)c2ccccc21 (stereo unspecified),27%,4%
CCN(CC)CCNC(=O)c1ccc(Cn2c(SCc3ccccc3)nc3cccnc32)cc1,37%[activator],-17%
CC(=O)c1cccc(S(=O)(=O)NCCc2csc3nc(-c4ccc(F)cc4)nn23)c1,2%,1%
CCc1ccc(-c2nc(CN3CCCC(C(=O)NCc4ccc(C)cc4)C3)c(C)o2)cc1 (stereo unspecified),4%,-3%
COc1ccc(C2=CC(c3ccccc3Cl)n3nc(-c4ccc(C)cc4)nc3N2)cc1 (stereo unspecified),-6%,-1%
COc1cc(C)c(C)cc1S(=O)(=O)Nc1cccc(-c2ccc(N3CCOCC3)nn2)c1,3%,-5%
CC(=O)N1c2nc(C(C)C)nn2C2(CCCCC2)[C@@H]2CCCC[C@@H]21,5%,1%
O=C(NCc1ccc(F)cc1)c1cccc(N2CCCS2(=O)=O)c1,5%,1%
Cc1cccc(N(C)C(=O)CCNS(=O)(=O)c2ccc3c(c2)CCN3C(=O)C2CC2)c1,?,-1%
CSc1cccc(NC(=O)c2ccc3c(c2)c(C)c(C)n3Cc2ccc(F)cc2)c1,2%,1%[15.4 µM]
CC(C)c1ccc(NC(=O)CSC2=Nc3ccccc3C3=NC(CC(=O)NCc4cccs4)C(=O)N23)cc1 (stereo unspecified),-12%,4%
CCc1ccc(S(=O)(=O)c2nnn3c2nc(N(CC)Cc2ccccc2)c2cc(Cl)ccc23)cc1,1%,-4%
COc1ccc(S(=O)(=O)c2cn(Cc3ccccc3)c3ccc(OC)cc3c2=O)cc1,-12%,-11%
COc1ccccc1C(=O)N(c1ccc(C)cc1)S(=O)(=O)c1ccc(Cl)cc1,9%,-1%
CCCCNC(=O)CCn1c(=O)c2cccn2c2cccnc21,8%,-7%
Cc1cccc(NC(=O)N2CCC(N3CCN(Cc4ccccc4)C(=O)C3=O)CC2)c1C,0%,-4%
O=C(NC1CC(=O)N(c2cccc(F)c2)C1)C1CCCC1 (stereo unspecified),4%,-2%
CN(C)c1ccc(C(CNC(=O)c2ccc(C(C)(C)C)cc2)N2CCCC2)cc1 (stereo unspecified),-4%,2%
CCS(=O)(=O)N1CCC2(CC1)OC(=O)C(C)=C2C(=O)NCc1ccc(OC)c(OC)c1,2%,-11%
Cc1nn2c(=O)cc(COC(=O)Cc3ccccc3)nc2s1,4%,-4%
CCOC(=O)CNC(=O)CC(c1cc(OC)c(OC)c(OC)c1)N1Cc2ccccc2C1=O (stereo unspecified),-2%,-7%
Cc1ccc2c(c1)c1c(c(=O)n(-c3ccccc3)c(=O)n1CC(=O)c1ccc(Cl)cc1)n2C,-6%,-13%
CCCN(CCC)CCNC(=O)CS(=O)Cc1nc(-c2ccc(OC)c(OC)c2)oc1C (stereo unspecified),-28%,2%
CCOC(=O)c1cc(-c2ccccc2)n(CCCC(=O)Nc2ccc(C(C)C)cc2)c1C,-1%,6%[15.4 µM]
CCCOc1ccc(-c2nc3ccc(Br)cc3c(=O)o2)cc1,7%,2%
Cc1cccc(NC(=O)Cn2nc(-c3ccccc3)c3cnc4ccccc4c32)c1,-2%,1%
CC1=C(C(N)=O)C(c2ccccc2Br)n2ncnc2N1 (stereo unspecified),-5%,2%
COCCNc1oc(-c2ccccc2)nc1S(=O)(=O)c1ccc(Br)cc1,7%,-6%
COc1cc(NC(=O)c2cc(C3CC3)nc3c2c(C)nn3-c2ccc(C)cc2)cc(OC)c1,6%,2%
COc1ccc(CCNC(=O)c2cnc3ccc(C)cn3c2=O)cc1OC,16%,4%
Cc1ccc(C)c(N2CCN(C(=O)C3CCCN(S(=O)(=O)c4cccc5nsnc45)C3)CC2)c1 (stereo unspecified),-3%,5%
Cc1ccc(CCNC(=O)c2ccc(CS(=O)(=O)c3ccc(Br)cc3)o2)cc1,-12%,2%
CN1C(=O)C2CCCCN2c2ccc(C(=O)NCc3ccccc3Br)cc21 (stereo unspecified),1%,-5%
CCOc1ccc2c(c1)c(=O)c(C(=O)c1ccc3c(c1)OCO3)cn2Cc1ccc(F)cc1,-8%,2%
Cc1ccccc1CN1C(=O)c2ccccc2Sc2ccc(C(=O)NCc3ccccc3)cc21,14%,0%
CCOc1ccccc1NC(=O)CCNS(=O)(=O)c1ccc2c(c1)CCN2C(=O)C1CC1,1%,-3%
N#Cc1ccccc1NS(=O)(=O)c1ccc(N2CCCCS2(=O)=O)cc1,0%,-2%
Cc1oc2ccc(O)c(CN3CCCCC3C)c2c1C(=O)Nc1ccccc1 (stereo unspecified),-6%,1%
Cc1ccc(-n2nnnc2CNC(=O)c2ccccc2)cc1C,8%,1%
COc1ccc2c(c1)CC(C(=O)Nc1c(C)cc(C)cc1C)CO2 (stereo unspecified),2%,-3%
COc1ccc(-c2[nH]ncc2C(=O)NCc2cccc(F)c2)cc1,8%,-6%
COc1ccccc1OCCCSc1nc(-c2ccc(C(C)(C)C)cc2)nc2cc(=O)[nH]n12,10%,2%
Cc1cc(SCC(=O)Nc2ccc(Cl)cc2)nc2ccccc12,3%,-2%
Cc1ccc(C(=O)c2sc(Nc3ccccc3)c(S(=O)(=O)c3ccccc3)c2N)c(C)c1,5%,3%
Cc1ccc(C)c(N2CCN(S(=O)(=O)c3ccc(C(=O)N(C)C)s3)CC2)c1,5%,-1%
CCOc1ccc(CCNC(=O)Cn2nnc(-c3ccccc3Cl)n2)cc1OCC,10%,5%
CCCCOc1ccc(C(=O)NCCc2csc(-c3cccc(F)c3)n2)cc1,-1%,1%
COc1ccc(OC)c(/C=C/c2nc3ccccc3c(=O)n2-c2ccc(F)c(Cl)c2)c1,1%,-5%
CN(C(=O)c1cc2c(=O)n3ccccc3nc2n1C)c1ccccc1,0%,5%
COc1cc2c(cc1OC)C(COc1ccccc1OC)N(C(=O)c1ccc(S(=O)(=O)N3CCCC3)cc1)CC2 (stereo unspecified),37%[activator],0%
CCc1cccc(C)c1NC(=O)CSc1nnc(N)s1,-3%,0%
CC1=C(c2ccc(C)c(C)c2)S(=O)(=O)N=C1N1CCC(C(=O)NCCc2ccc(Cl)cc2)CC1,-3%,4%
CCOc1ccc(-c2nc3c(c(SCC(=O)N4CCCCC4)n2)Cc2cc(C)ccc2O3)cc1,-10%,0%
CC(C)CC1Nc2ccc(C(=O)NCCCOC(C)C)cc2NC1=O (stereo unspecified),0%,-7%
COc1ccc(-c2nc3sc(CCNC(=O)C(=O)Nc4cccc(NC(C)=O)c4)c(C)n3n2)cc1,18%,2%
O=C(NCCc1csc2nc(-c3ccc(F)cc3)nn12)c1cccc(C(F)(F)F)c1,-6%,0%
Fc1ccccc1-n1ncc2c1ncn1nc(-c3ccccc3Cl)nc21,1%,-6%
# (further entries)
SMILES,Sm TGR inh,Tb PYK inh
CC(C)CCNC(=O)c1ccc2c(c1)NC(=O)C(C(C)C)N2 (stereo unspecified),-1%,0%
CC(C)Cc1nn2cc(-c3cccc(Br)c3)nc2s1,2%,-9%
O=C(Nc1noc2ccccc12)c1c(F)cccc1F,8%,-18%
O=C(Nc1nc2ccc(F)cc2s1)c1nc(S(=O)(=O)Cc2ccccc2)ncc1Cl,?,1%
Cc1ccc(Cl)cc1N1CCN(C(=O)Cc2c(C(=O)O)c(C)cn2C)CC1,-6%,-1%
CCc1ccccc1NC(=O)c1ccc2c(c1)N(Cc1cccc(Cl)c1)C(=O)c1ccccc1S2(=O)=O,10%,1%
Nc1nonc1C(=O)NCCNCc1ccccc1F,1%,-3%
COc1ccccc1C(=O)N1CCCCC1CCN1CCOCC1 (stereo unspecified),-2%,4%
CC(C)NS(=O)(=O)c1ccc(OCC(=O)N2CCN(c3cccc(Cl)c3)CC2)cc1,0%,4%
Cc1ccc(-c2noc(-c3cccnc3N(C)Cc3ccc(Cl)cc3)n2)cc1,-1%,-4%
COc1ccc(CNC(=O)c2ccc(NC(=O)N3CCSc4ncccc43)cc2)c(OC)c1,0%,-1%[15.4 µM]
CSc1ccc(CCNC(=O)CN2C(=O)COc3ccc(S(=O)(=O)N4CCCCCC4)cc32)cc1,4%,-5%
CCOc1ccccc1NC(=O)CC1C(=O)NCCN1C(=O)c1ccc(F)cc1 (stereo unspecified),6%,1%
CCc1ccc(S(=O)(=O)c2nnn3c2nc(Nc2cc(OC)cc(OC)c2)c2cc(Cl)ccc23)cc1,6%,-2%
COc1ccccc1NC(=O)C1=C(C)Nc2nc(SCc3ccccc3Cl)nn2C1c1ccccn1 (stereo unspecified),11%,3%
Cc1ccc2nc(CN3CCN(C(=O)Nc4cccc(C)c4C)CC3)oc2c1,0%,-5%
Cc1c(Cl)cccc1NC(=O)CSc1ncccc1C(=O)Oc1ccccc1Cl,-8%,0%
CCn1c(=O)c2sccc2n2c(CCC(=O)NCc3ccc(Cl)cc3)nnc12,22%,-8%
COc1cccc(N2CCN(C(=O)c3cc4c(=O)n(Cc5ccco5)ccc4nc3C)CC2)c1,10µM*,-9%
CCc1ccc(-n2c(=O)c3cccnc3n2CC(=O)Nc2cc(OC)ccc2OC)cc1,5%,0%
COc1ccc(CNC(=O)CCc2c(C)nn(-c3ccc(N4CCCCC4)nn3)c2C)cc1,7%,2%
COc1ccc(CNC(=O)c2ccc(Cn3c(=O)c4cccn4c4cccnc43)cc2)c(OC)c1,-5%,0%
Cc1ccc(Nc2c(-c3ccc(N4CCOCC4)cc3)nc3cccc(C)n23)cc1,4%,1%
O=C(NCc1ccccc1Cl)c1ccc2c(c1)N(Cc1ccccc1)CCS2,5%,-1%
Cc1cc(CN2CCN(c3ccccc3F)CC2)cs1,0%,2%
COc1ccc(NC(=O)C(C)n2nnc3sc(-c4ccccc4)cc3c2=O)cc1Cl (stereo unspecified),-9%,-7%
O=C(Nc1ccc(F)cc1F)c1cc2c(=O)n3ccccc3nc2s1,4%,-6%
Cc1ccc(CN2CCc3nc(Nc4ccc5c(c4)OCCO5)ncc3C2)cc1,-1%,-4%
COc1ccc(-c2cc(C(=O)NC(C)c3ccccc3)c3cc(C(C)C)ccc3n2)cc1 (stereo unspecified),1%,-4%
Cc1ccc(NC(=O)CSc2nc3ccccc3nc2Cc2ccccc2)c(Cl)c1,-10%,4%
CCOC(=O)c1ccccc1NC(=O)Cc1c(C(=O)O)c(C)cn1C,-7%,1%
CCc1ccc(C2=C(C)C(N3CCC(C(=O)NCCc4ccco4)CC3)=NS2(=O)=O)cc1,-13%,-7%

# High-throughput results from PubChem BioAssay.
